Screening data (PubChem BioAssay)
LEDGF integ inh: blocks HIV-1 LEDGF/p75-dependent DNA integration | TR-FRET IN-LEDGF/p75 DNA integration, Eu/Cy5 | inhibition, % at 3.7 µM | hit rate 0.64% among 370,000 | AID 743269;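 active = inhibition above the screen-wide mean plus 3 SD, cut at about 13% in these data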;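 also: signal is the Cy5 over europium emission ratio at 671 and 618 nm; 0% = plate median of compound wells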
PG9 Ab binder: binds the HIV-1 gp120 antibody PG9 | hit rate 0.43% among 360,000 | TR-FRET gp120-PG9 antibody binding | inhibition, % at 6.7 µM; in the data active = inhibition above about 8.5%
DDE Tn7 FP inh: DD(E)-Tn7 binding inhibition, primary FP screen; P02675; FP displacement of FITC-Tn7 peptide from fibrin DD(E); 0% = median of compound wells per plate; inhibition, % at 8.3 µM; hit rate 0.13% among 370,000; AID 720508;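 active = inhibition above the mean of compounds falling within the control limits plus 3 SD of them, cut at about 14% in these data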;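 also: 0% = plate median of compound wells and 100% = 10 µM Aha-Tn7 peptide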
Target sequence (P02675 whole entry, looked up): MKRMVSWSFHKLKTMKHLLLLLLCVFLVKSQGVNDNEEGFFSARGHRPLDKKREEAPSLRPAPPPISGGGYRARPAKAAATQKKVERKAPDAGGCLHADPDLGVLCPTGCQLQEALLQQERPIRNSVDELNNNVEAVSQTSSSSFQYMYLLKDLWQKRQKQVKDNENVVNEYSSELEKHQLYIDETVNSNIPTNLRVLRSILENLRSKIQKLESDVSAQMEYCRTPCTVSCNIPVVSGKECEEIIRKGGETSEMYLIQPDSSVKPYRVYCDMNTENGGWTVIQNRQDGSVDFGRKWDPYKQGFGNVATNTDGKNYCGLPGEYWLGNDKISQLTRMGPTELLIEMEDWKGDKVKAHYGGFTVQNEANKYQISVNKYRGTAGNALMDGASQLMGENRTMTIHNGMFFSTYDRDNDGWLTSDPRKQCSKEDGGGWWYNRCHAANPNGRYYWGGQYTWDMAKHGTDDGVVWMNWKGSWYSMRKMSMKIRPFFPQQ
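system = human fibrin DD(E) protein | quantity = DD(E) 2 µM final | medium = Tris/NaCl/CaCl2 buffer, pH 7.8 | also added = labelled Tn7 tracer, 0.1 µM | compound dosing = single point at 8.3 µM | timing = compound with protein 10 min, then 3 h after probe, room temperature | signal = FP measurement | benchmarks = Aha-Tn7 high control | repeats = one replicate per compound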
UHRF1 MBD2 ctr: human UHRF1 methylated DNA binding inhibitors. hit rate 0.75% among 370,000. inhibition, % at 4.4 µM. Q96T88. UHRF1 binding to methylated oligo, TR-FRET; in the data active = inhibition above about 21%;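 also: UHRF1 SRA domain binding a hemimethylated CpG hairpin DNA probe; 0% = median of test compound wells and 100% = reference inhibitor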
TDP2 absorb: blocks human TDP2 phosphodiesterase activity | O95551 | inhibition, % at 12.8 µM | recombinant TDP2, T5PNP hydrolysis, p-nitrophenol absorbance 415 nm | hit rate 0.34% among 370,000;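 active = inhibition above the mean of all tested compounds plus 3 SD, set per campaign, cut at about 25% in these data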;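 also: 0% = DMSO with enzyme and 100% = buffer with substrate but no TDP2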
Target sequence (O95551 whole entry, looked up): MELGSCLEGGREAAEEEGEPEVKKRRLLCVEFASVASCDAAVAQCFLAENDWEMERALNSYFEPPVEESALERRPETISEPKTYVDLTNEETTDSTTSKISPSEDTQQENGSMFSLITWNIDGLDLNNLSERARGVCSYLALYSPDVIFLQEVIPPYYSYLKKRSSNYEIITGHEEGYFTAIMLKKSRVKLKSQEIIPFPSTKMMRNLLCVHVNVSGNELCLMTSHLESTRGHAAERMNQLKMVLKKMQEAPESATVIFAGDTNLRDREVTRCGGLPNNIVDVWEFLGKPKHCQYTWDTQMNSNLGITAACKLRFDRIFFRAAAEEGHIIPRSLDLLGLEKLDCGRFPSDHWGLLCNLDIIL
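Test system: Human TDP2 enzyme | Reagent: 5 mM T5PNP | Compound dosing: 12.8 µM single point, 1% DMSO | Incubation: Enzyme reaction with compound for 2 h at 37 °C | Technique: p-Nitrophenol epi absorbance | Read-out: % inhibition relative to enzyme-containing and enzyme-free wells | Benchmarks: High control without enzyme, low control DMSO plus TDP2 | Replicates: Singlicate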
TCR CD3 inh: inhibitors of human TCR-CD3 interaction | AID 651800 | TAMRA-labeled TCR probe fluorescence, biochemical | inhibition, % at 9.4 µM | hit rate 0.37% among 360,000; in the data active = inhibition above about 19%;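 also: recombinant mutant TCR 2C K166C tagged with TAMRA read by polarization; 0% = receptor in buffer alone and 100% = receptor with positive control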
mABHD4 FP: ABHD4 (mouse) inhibition, primary FP screen | purified mABHD4, FP-Rh probe fluorescence polarization | inhibition, % at 8.92 µM | hit rate 0.54% among 370,000;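 active = inhibition exceeding the mean over every tested compound plus 3 SD, cut at about 30% in these data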;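 also: 0% = plate median of compound wells and 100% = S159A mutant with DMSO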
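Material: mouse ABHD4 enzyme, wild type; Benchmarks: S159A mutant high control, sample median low control; Buffer or medium: HEPES pH 7.0, NaCl, Pluronic buffer; Signal: fluorescence polarization; Read-out: percent inhibition of probe binding, normalized to plate controls; Timing: pre-incubation 45 min, probe exposure 60 min, at 25 °C; Dosing: 8.92 µM, single dose.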
HTRA1 inh: HTRA1 (human) protease inhibition; AID 504803; recombinant HTRA1, FP-rhodamine activity-based probe, fluorescence polarization; inhibition, % at 5.96 µM; hit rate 0.5% among 340,000; in the data active = inhibition above about 36%;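 also: 0% = enzyme with DMSO and 100% = wells lacking enzyme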
PRMT1 inh: inhibitors of human PRMT1 | Q99873 | AID 652257 | inhibition, % at 2.79 µM | hit rate 1.3% among 370,000 | recombinant PRMT1, activity-based probe fluorescence polarization;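 active = inhibition above about 21% made by adding two undisclosed values, limit read from the data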
SIAE inh: blocks human sialic acid acetylesterase. hit rate 0.69% among 370,000. AID 1053197. inhibition, % at 9.66 µM. SIAE FP-Rh probe binding, fluorescence polarization;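 active = inhibition above a cutoff: mean of compounds within the control limits plus 3 SD of those, cut at about 17% in these data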;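 also: 0% = plate median of compound wells and 100% = probe without SIAE protein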
* marks the source's active call; other numbers are inactive results; · = not tested or not shown.

SMILES	LEDGF integ inh	PG9 Ab binder	DDE Tn7 FP inh	UHRF1 MBD2 ctr	TDP2 absorb	TCR CD3 inh	mABHD4 FP	HTRA1 inh	PRMT1 inh	SIAE inh
O=C(CSC1=N/C(=C/c2ccco2)C(=O)N1c1ccc(OC(F)F)cc1)NC1CCS(=O)(=O)C1 (centres undefined)	-1.6	0.4	-2.0	-1.4	0.9	-3.3	3.1	-2.7	7.2	3.5
CCOc1ccc(S(=O)(=O)N2CCN(C(=O)c3cc4c(s3)CCCC4)CC2)cc1	0.0	-0.5	-3.7	-0.2	16.9	6.8	4.0	4.6	0.0	-0.7
O=C(O)CC1c2ccccc2CCN1S(=O)(=O)c1ccccc1 (centres undefined)	1.8	0.1	-5.9	-1.1	-6.5	3.1	5.8	·	-4.1	1.7
CCC(Oc1ccccc1OC)C(=O)Nc1ccc2c(c1)n(C)c(=O)n2C (centres undefined)	-9.0	-1.8	1.4	2.2	4.0	-1.3	-3.1	-6.3	-0.1	0.2
COc1ccc(C2(C(=O)Nc3ccc(C(=O)N4CCOCC4)cc3)CCOCC2)cc1	-0.1	-2.3	1.2	-1.5	6.1	-9.3	-2.8	1.0	-1.4	0.6
CCCCN(C1CCS(=O)(=O)C1)S(=O)(=O)c1ccc(C(C)C)cc1 (centres undefined)	-3.7	0.6	4.9	0.9	-7.1	-5.4	1.2	5.3	0.0	4.5
Cc1ccccc1-c1nc(S(=O)(=O)c2ccccc2)c(NCCN2CCOCC2)o1	0.1	1.1	6.8	-0.3	5.7	-3.3	-0.5	-0.2	0.2	4.9
c1ccc(-c2csc(NC3=NCCCCC3)n2)cc1	1.6	-3.4	-3.7	2.9	-5.6	4.3	-1.8	2.7	0.0	0.5
CCN(CC)c1ccc(C=Nn2c(-c3ccc(F)cc3)n[nH]c2=S)c(O)c1	1.6	·	-0.7	-2.1	1.5	·	20.9	·	36.5*	4.8
CC(=O)N1CCN(c2ccc(S(=O)(=O)N3CCCCC3)cn2)CC1	-5.1	-1.1	3.6	3.1	-8.0	1.3	2.4	-4.4	5.7	-6.6
O=C(/C=C/c1ccc(S(=O)(=O)N2CCOCC2)cc1)NC(CO)C(O)c1ccc([N+](=O)[O-])cc1 (centres undefined)	1.8	-3.2	-2.0	3.5	-0.9	-7.0	2.4	1.9	3.4	-1.0
Cc1ccc(C(=O)N/C(=C/c2cn(-c3ccccc3)nc2-c2ccccc2)C(=O)O)cc1	-1.1	-1.5	0.9	4.9	-13.2	-12.3	3.9	-13.2	7.4	-2.9
CN1CCN(CCCNC(=O)Cn2nc(-c3ccccc3)ccc2=O)CC1	0.4	-0.4	-2.2	-1.9	-8.0	-0.8	-8.8	-0.9	1.0	2.1
Cc1cc(=O)oc2cc(OC(=O)CCCCCN3C(=O)c4ccccc4C3=O)ccc12	-1.2	0.4	4.9	-2.9	-2.1	3.9	-4.4	3.2	-1.4	-1.0
O=C(NNC(=O)c1ccccc1O)c1ccc(NS(=O)(=O)c2ccc(F)cc2)cc1	-10.8	0.2	-10.3	-0.9	-4.8	15.1	16.1	20.9	-2.9	3.3
O=C(CCN1C(=O)c2ccccc2C1=O)N1CCN(Cc2ccccc2)CC1	-1.1	-0.5	4.0	0.1	-3.2	1.2	5.2	7.4	-1.6	0.7
Cc1cccc(S(=O)(=O)N(C)C[C@@H]2OCc3cnnn3CCCC(=O)N([C@@H](C)CO)C[C@@H]2C)c1	-1.6	-0.9	3.1	0.2	-4.4	2.6	11.9	1.5	0.0	12.9
O=c1[nH]c2ccc(S(=O)(=O)Nc3ccc(Cl)cc3)cc2[nH]1	-4.3	2.9	-1.9	1.0	-3.9	4.2	-5.0	-9.6	-0.3	-4.8
Cc1onc(-c2c(F)cccc2Cl)c1C(=O)Nc1nnc(C2CC2)s1	0.1	-0.3	2.4	0.0	3.4	5.3	8.5	-1.8	-0.8	-2.6
COc1nnc(-c2ccc(N3CCOCC3)c(NC(=O)C3CCCCC3)c2)c2ccccc12	0.5	-0.3	3.7	-0.7	5.8	8.0	2.9	-1.5	-1.6	0.1
CN(C)CCNc1nc2sc3c(c2c(=O)n1-c1ccccc1)CCCCC3	-0.2	0.1	9.2	1.1	8.8	1.8	3.1	4.8	-3.3	2.8
O=C(C(=O)N1CCC(CNS(=O)(=O)c2ccc(OC(F)(F)F)cc2)CC1)c1cc2ccccc2o1	-1.9	-0.7	2.1	2.0	4.2	-10.4	-11.0	·	0.3	-3.2
O=C(Cc1ccc(S(=O)(=O)N2CCOCC2)s1)NCCC(c1ccccc1)c1ccccc1	1.2	-1.2	-1.0	-2.9	1.2	-3.7	-8.1	-23.9	2.7	-0.2
CCOC(=O)C1(Cc2ccccc2Cl)CCN(C(=O)c2cnccn2)CC1	1.3	-0.3	2.1	1.1	6.5	-5.1	0.7	6.2	3.7	-1.7
CCc1nnc2n1N=C(c1ccc(Cl)cc1)CS2	-2.0	-1.2	5.6	-4.0	8.6	5.4	1.5	1.3	-0.4	2.0
Cc1cc2c(c(/C=C/C(=O)c3ccccc3)c1)OC1(C=C2)Oc2ccccc2C(=O)N1C (centres undefined)	-2.0	-1.5	-2.0	4.5	0.9	4.3	-5.6	-27.1	0.3	-7.8
Cc1ccccc1C(=O)NNC(=O)C1CCN(c2ncccn2)CC1	3.0	1.0	4.5	-0.5	-4.7	10.3	2.8	3.1	-4.0	4.5
Cc1ccc(-n2c(CCc3ccccc3)n[nH]c2=S)cc1C	1.5	-0.7	12.4	-1.8	3.6	4.3	-2.1	4.1	3.2	6.4
Cc1ccc(NC(=O)CSCC(N)=O)cc1C	4.0	2.9	3.9	6.3	-7.0	-9.8	-1.8	5.3	1.8	-7.6
CSc1nsc(SC)c1NC(=O)N1CCCC1	-0.7	-0.4	-0.7	9.7	-8.9	0.1	4.3	-0.2	1.3	6.7
O=C(CSc1nnc(-c2ccccn2)n1Cc1ccccc1)N1CCOCC1	1.1	-0.3	-2.4	3.5	10.5	6.0	1.2	-3.4	-5.4	-4.5
O=C(CN1C(=O)COc2ccc(S(=O)(=O)N3CCCCC3)cc21)NCc1ccc(Cl)cc1	1.8	-0.4	-0.9	-1.9	-5.4	0.8	4.5	2.9	-0.8	0.7
NC(=O)CSc1nnc(NC(=O)c2cccc(S(=O)(=O)N3CCCCC3)c2)s1	0.7	1.2	9.1	-2.3	-3.3	5.3	0.5	-4.0	-2.2	7.0
CS(=O)(=O)N(Cc1ccccc1Cl)c1ccc(C(=O)NCc2ccccn2)cc1	2.7	-2.1	2.7	-2.7	-11.1	0.8	-2.3	2.5	-5.3	3.7
Cc1cccc(OC(=O)c2sc3ncn(C)c(=O)c3c2C)c1	-2.0	-0.5	3.2	0.8	5.1	1.8	-4.2	-14.7	0.7	-4.6
CCCC[C@@H]1C(=O)N2N=Cc3cc(C)c(C)cc3[C@H]2N2N=Cc3cc(C)c(C)cc3[C@@H]12	2.0	·	-6.7	5.0	-10.0	·	-11.9	·	4.7	-10.6
CCOC(=O)c1ccc(S(=O)(=O)NNc2ccc(C(F)(F)F)cn2)cc1	0.3	-2.5	2.0	3.7	-0.8	-5.8	-3.1	5.4	-1.6	-0.2
Cc1cc(C)nc(/N=C(\N)Nc2ccc(OCc3ccccc3)cc2)n1	-5.1	0.5	-7.7	3.3	5.8	-0.6	9.3	-0.9	-2.4	1.5
CCCNC(=O)C(Cc1ccc(OC)cc1)NC(=O)c1ccc(Cl)cc1 (centres undefined)	3.6	-1.3	-5.0	4.1	-7.3	-5.6	0.5	-11.6	-3.4	-2.2
Cn1nnnc1Sc1ncnc2scc(-c3ccc(C#N)cc3)c12	0.1	-0.8	4.9	13.2	4.4	5.1	-0.1	-2.8	1.4	1.6
COc1ccc(N2CCOCC2)c(NC(=O)c2ccc3c(c2)OCO3)c1	6.3	-0.2	-8.4	-0.4	0.2	1.5	0.8	0.7	7.2	0.2
Cc1ccc(N2CC(C(=O)N3CCC(C(=O)NCCCOC(C)C)CC3)CC2=O)cc1 (centres undefined)	-2.1	0.4	-1.5	0.3	-7.9	6.4	3.2	-1.7	0.0	2.5
O=c1[nH]c2cc3c(cc2cc1CN(CCO)S(=O)(=O)c1ccccc1Cl)OCCO3	-2.5	0.9	-0.6	-3.3	6.5	2.7	-10.8	-2.9	-1.1	-0.4
Cc1ccc2ccccc2c1C(O)c1ncc(-c2cccc(C(F)(F)F)c2)[nH]1 (centres undefined)	-3.3	0.9	-2.5	-2.6	-12.5	7.6	-26.0	·	1.1	-15.9
O=C(c1ccccc1)N1CCCCCC1	4.4	-2.8	-7.6	1.4	-6.6	5.1	-6.6	0.9	2.0	-1.3
Cc1ccccc1CSc1nncn1N	6.4	0.3	-7.8	20.5	8.8	-3.7	-15.5	1.0	3.4	1.7
CC(=O)NC(=S)Nc1ccc(NC(=O)COc2ccc(Cl)cc2Cl)cc1	-0.8	-1.7	-2.9	-1.4	9.3	4.9	-0.7	-8.0	-1.1	-10.8
CC(=O)NC12CC3CC(C1)CC(C(=O)N(C)CC(=O)Nc1ccc(F)c(F)c1F)(C3)C2	2.3	-0.5	-2.8	-3.7	3.5	2.3	3.3	1.3	-2.0	-0.3
O=C(CN(Cc1ccco1)C(=O)c1cccc(Cl)c1)Nc1c(Cl)cc(Cl)cc1Cl	-0.7	1.1	-5.1	-0.6	7.0	6.0	2.5	6.9	0.6	-4.7
COc1cccc(N2CCN(C(=O)NC3CCCCC3)CC2)c1	-2.2	0.4	5.9	-0.6	-3.6	3.5	-1.9	7.9	-2.6	-8.2
COc1ccc(NC(=O)CN(C)C(=O)c2cn(-c3ccccc3)nc2-c2cccnc2)cc1	-0.7	-0.1	2.0	-1.7	-9.0	-0.6	-1.7	-8.1	1.3	-1.7
O=C(O)c1sccc1S(=O)(=O)N1CCCCC1	-1.2	-1.0	8.9	0.4	9.4	3.8	3.1	3.6	2.6	-6.8
Cc1ccc(Cn2nnc3c2-c2ccccc2S(=O)(=O)N(C(C)(C)C)C3)cc1	0.7	·	2.5	-3.5	-1.8	·	0.5	·	-1.2	6.6
O=C(O)COc1ccccc1/C=N/NC(=O)c1ccc(F)cc1	-1.7	-1.3	0.4	-2.4	12.3	0.6	4.7	12.1	0.4	3.2
